Screening results from PubChem BioAssay.
GluA2 TARP mod – GluA2-stargazin AMPA receptor complex modulation; actives 3.5% (n = 40,000); calls only at 30 µM; AID 1259245; HEK293 GluA2+stargazin, membrane potential dye (FDSS), glutamate EC50; hits were called plate by plate, in both directions; O88602+P19491;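 active means any of four per-well response measures lying three or more SD from its plate-wide compound average, in either direction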
Target sequence (O88602 whole entry, looked up): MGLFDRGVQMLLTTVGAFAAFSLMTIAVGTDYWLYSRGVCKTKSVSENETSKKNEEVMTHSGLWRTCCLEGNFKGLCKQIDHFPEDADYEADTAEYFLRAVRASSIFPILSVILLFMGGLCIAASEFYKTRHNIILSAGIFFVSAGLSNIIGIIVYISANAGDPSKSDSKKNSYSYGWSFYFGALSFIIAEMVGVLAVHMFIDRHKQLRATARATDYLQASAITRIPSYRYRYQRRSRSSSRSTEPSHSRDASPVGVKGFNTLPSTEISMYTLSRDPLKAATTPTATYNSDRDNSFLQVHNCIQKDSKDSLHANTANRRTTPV
Target sequence (P19491 whole entry, looked up): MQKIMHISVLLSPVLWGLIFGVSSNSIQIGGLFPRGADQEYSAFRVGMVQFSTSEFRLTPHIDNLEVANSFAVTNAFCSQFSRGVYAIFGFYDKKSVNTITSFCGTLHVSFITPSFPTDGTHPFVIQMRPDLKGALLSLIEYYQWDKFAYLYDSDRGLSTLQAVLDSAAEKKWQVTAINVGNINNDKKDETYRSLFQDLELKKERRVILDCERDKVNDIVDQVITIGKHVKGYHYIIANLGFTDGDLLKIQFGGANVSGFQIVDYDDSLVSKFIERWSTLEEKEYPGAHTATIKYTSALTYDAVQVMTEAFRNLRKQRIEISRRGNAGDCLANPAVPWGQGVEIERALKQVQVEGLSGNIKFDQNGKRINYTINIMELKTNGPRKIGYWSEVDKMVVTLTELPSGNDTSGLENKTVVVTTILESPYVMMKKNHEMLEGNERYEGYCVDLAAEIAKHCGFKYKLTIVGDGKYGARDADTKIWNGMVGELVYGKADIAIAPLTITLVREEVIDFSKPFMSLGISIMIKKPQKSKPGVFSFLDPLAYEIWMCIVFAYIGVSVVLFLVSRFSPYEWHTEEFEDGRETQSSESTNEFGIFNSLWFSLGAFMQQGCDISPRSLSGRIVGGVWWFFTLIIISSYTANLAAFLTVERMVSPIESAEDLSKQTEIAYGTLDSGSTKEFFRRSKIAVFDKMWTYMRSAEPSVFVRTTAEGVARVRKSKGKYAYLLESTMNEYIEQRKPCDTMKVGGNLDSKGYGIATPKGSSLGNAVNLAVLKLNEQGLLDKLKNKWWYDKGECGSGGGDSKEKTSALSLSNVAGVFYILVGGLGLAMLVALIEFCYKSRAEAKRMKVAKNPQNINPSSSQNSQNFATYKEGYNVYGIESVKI
GluA2 TARP mod agonism max-min – also measured in GluA2 TARP mod; calls as there; compound max-min signal; compound-alone response (agonism);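 unitless range of fluorescence divided by baseline over first 100 seconds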
GluA2 TARP mod glutamate slope – second read-out of GluA2 TARP mod, no call of its own (marks repeat the call); glutamate slope, % of max; measured here: glutamate response slope, % max;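 scaled per plate between vehicle wells and maximal 1 mM glutamate control wells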
* = called active by the depositor; i = inactive; + = active, no number; & = joins results of further samples.

SMILES | GluA2 TARP mod | GluA2 TARP mod agonism max-min | GluA2 TARP mod glutamate slope
COc1ccc(NC(=O)c2ccc(C(F)(F)F)cc2)cc1N1CCCC1=O | i | 0.114 | 51.6
CCn1c(SCc2nc(-c3ccc(OC)c(OC)c3)no2)nc2ccccc2c1=O | + | 0.139* | 42.3*
Cn1cccc1C(CNC(=O)C(C)(C)C)N1CCc2ccccc2C1 (centres undefined) | i | 0.035 | 43.8
COc1ccc(CNC(=O)NCC(C)(O)C2CC2)cc1 (centres undefined) | i | 0.113 | 69.2
Cc1ccc(-n2nnc(C(=O)Nc3nccs3)c2C)cc1 | i | 0.0663&0.0354 | 43.0&82.5
CN1C(=O)N(C)C2(CCN(C(=O)c3ccco3)CC2)C1=O | i | 0.0995 | 50.9
O=C(NCc1ccccc1Cl)C(=O)NCC1CCN(C(=O)Nc2ccc(F)cc2)CC1 | i | 0.0956 | 59.0
CCCNC(=O)Cn1nc(C(F)(F)F)c2c1CCCC2 | i | 0.0402 | 46.3
Cc1ccc(N2CC(C(=O)Nc3ccc(Br)cc3)CC2=O)cc1 (centres undefined) | i | 0.081 | 37.6
Cc1ccc(NC(=O)c2ccc(=O)n(Cc3ccccc3F)c2)cc1Cl | i | 0.076 | 58.0

2 of these compounds in a different format:
GluA2 TARP mod,GluA2 TARP mod agonism max-min,GluA2 TARP mod glutamate slope,canonical_smiles
+,0.139*,42.3*,CCn1c(SCc2nc(-c3ccc(OC)c(OC)c3)no2)nc2ccccc2c1=O
i,0.0995,50.9,CN1C(=O)N(C)C2(CCN(C(=O)c3ccco3)CC2)C1=O

The listing picks up, repeating the five entries before the break.
SMILES | GluA2 TARP mod | GluA2 TARP mod agonism max-min | GluA2 TARP mod glutamate slope
CN1C(=O)N(C)C2(CCN(C(=O)c3ccco3)CC2)C1=O | i | 0.0995 | 50.9
O=C(NCc1ccccc1Cl)C(=O)NCC1CCN(C(=O)Nc2ccc(F)cc2)CC1 | i | 0.0956 | 59.0
CCCNC(=O)Cn1nc(C(F)(F)F)c2c1CCCC2 | i | 0.0402 | 46.3
Cc1ccc(N2CC(C(=O)Nc3ccc(Br)cc3)CC2=O)cc1 (centres undefined) | i | 0.081 | 37.6
Cc1ccc(NC(=O)c2ccc(=O)n(Cc3ccccc3F)c2)cc1Cl | i | 0.076 | 58.0
O=C(Cn1cnc2ccccc2c1=O)NCCOc1ccc2nnc(-c3ccccc3)n2n1 | i | 0.06 | 37.6
Cc1cc(C)n(-c2cc(N3CCCC(C(=O)Nc4ccccc4F)C3)ncn2)n1 (centres undefined) | i | 0.102 | 59.5
COc1ccc(C)cc1NC(=O)C(=O)NCCCc1ccccc1 | i | 0.0955 | 49.3
COc1ccccc1C1C(C(=O)Nc2cccc(C(F)(F)F)c2)=C(C)NC2=C1C(=O)CC(C)(C)C2 (centres undefined) | i | 0.101 | 49.7
N#Cc1cccc2c1ncc1c(=O)nc3ccccn3c12 | i | 0.116 | 52.0
CCc1ccccc1NC(=O)CC1NCCNC1=O (centres undefined) | i | 0.106 | 62.9
CCOc1ccc(NC(=O)C(C)Sc2nnnn2-c2ccc(CC)cc2)cc1 (centres undefined) | i | 0.113 | 55.9
CCc1ccc(S(=O)(=O)NCC2COC3(CCCCC3)O2)s1 (centres undefined) | i | 0.123 | 84.8
CC(=O)N1CC(C(=O)NCCc2ccccc2)C1 | i | 0.0797 | 49.0
COc1cc(S(=O)(=O)NCC2CCCO2)c(C)cc1Br (centres undefined) | i | 0.12 | 55.1
O=C(Nc1ccc(F)c(C(F)(F)F)c1)c1ccc(=O)n(Cc2ccccc2)c1 | i | 0.106 | 31.2
COc1ccccc1NS(=O)(=O)c1ccc(Oc2ccccc2OC)cc1 | i | 0.104 | 51.9
Cc1ccc(-n2c(C)c(C)n3c4c(=O)n(CCCO)c(=O)n(C)c4nc23)c(C)c1 | i | 0.0901 | 61.6
Cc1ccc(-n2ncc3c2ncn2nc(-c4cccs4)nc32)cc1 | i | 0.129 | 49.3
COc1cc(S(=O)(=O)Nc2ccc(-c3cn4cccc(C)c4n3)cc2)c(OC)cc1C | + | 0.197* | 46.0*
O=C(NCCn1ncc2c(N3CCN(c4ncccn4)CC3)ncnc21)c1cc2ccccc2o1 | i | 0.0205 | 59.4
COc1ccc(C)cc1NC(=O)C(=O)NCC1CCN(Cc2ccccc2SC)CC1 | i | 0.072 | 53.3
O=C(NCCn1ncc2c(N3CCN(Cc4ccccc4)CC3)ncnc21)c1c(F)cccc1Cl | i | 0.0605 | 45.3
Cc1ccc(C(CNC(=O)c2cccc(Cl)c2)N2CCOCC2)cc1 (centres undefined) | i | 0.0505 | 53.5
COc1ccccc1CNC(=O)C1CCN(c2ccc(-c3ccc(F)cc3)nn2)CC1 | i | 0.116 | 79.5
O=C(CC1Sc2ccccc2NC1=O)NCc1ccc2c(c1)OCO2 (centres undefined) | i | 0.0857 | 52.9
Cc1cc(S(=O)(=O)NCC(O)Cc2ccccc2)c(Cl)cc1Cl (centres undefined) | i | 0.162 | 54.4
COc1ccccc1OCCCN1C(=O)C2(OCCCO2)c2ccccc21 | i | 0.0276 | 58.5
CCOCCn1c(N2CCN(Cc3ccccc3C)CC2)nc2c1c(=O)[nH]c(=O)n2C | i | 0.0962 | -1.7
O=C(NCCC1=CCCCC1)C(=O)NCC1COC2(CCCC2)O1 (centres undefined) | i | 0.0999 | 33.7
CC(=O)Nc1ccc(NC(=O)CSc2c(C)cnc3c2c(=O)n(C)c(=O)n3C)cc1 | i | 0.0591 | 61.0
Cc1cc(NC(=O)C(=O)NCCc2ccc(Cl)cc2)no1 | i | 0.119 | 67.9
CC(C)(C)CC(=O)N1CCN(c2ncnc3c2nnn3-c2ccc(F)cc2)CC1 | i | 0.11 | 57.2
COCc1c(C(=O)Nc2cccc(Cl)c2)nnn1-c1ccc(C)cc1 | i | 0.129 | 52.0
O=C(Nc1cccc(C(F)(F)F)c1)c1ccc(S(=O)(=O)N2CCCC2)o1 | i | 0.1 | 61.2
O=C1/C(=C/c2c(F)cccc2Cl)Oc2cc(OC(=O)N3CCOCC3)ccc21 | i | 0.0857 | 59.6
Cc1cc(C)n(-c2cc(C(C)C)nc3c(-c4ccccc4)c(C)nn23)n1 | + | 0.082* | 77.4*
CC(C)S(=O)(=O)c1ccc(CC(=O)NCCc2csc3nc(-c4ccccc4F)nn23)cc1 | i | 0.0849 | 55.6
NC(=O)c1ccccc1NC(=O)Cc1csc(Nc2cccc(C(F)(F)F)c2)n1 | i | 0.118 | 64.2
O=C1CCC(=O)N1NC(=O)C12CC3CC(CC(C3)C1)C2 | i | 0.0267 | 33.3
CCOc1ccc(C(=O)NCC2COC3(CCCCC3)O2)cc1 (centres undefined) | i | 0.118 | 90.0
CCOC(=O)CN1N=C(c2ccccc2)Cn2c1nc1c2c(=O)n(C)c(=O)n1C | i | 0.0952 | 40.8
Cc1cc(NC(=O)c2cc3ccccc3o2)n(C(C)C)n1 | i | 0.0789 | 53.6
Cc1ccc(-n2c(-c3ccccc3)cn3c4c(=O)n(CC(N)=O)c(=O)n(C)c4nc23)cc1 | i | 0.057 | 56.0
O=C(Cc1cccs1)NCCC(O)c1ccccc1 (centres undefined) | i | 0.0917 | 65.1

2 records drawn at random from the list so far:
SMILES | GluA2 TARP mod | GluA2 TARP mod agonism max-min | GluA2 TARP mod glutamate slope
Cc1cc(C)n(-c2cc(N3CCCC(C(=O)Nc4ccccc4F)C3)ncn2)n1 (centres undefined) | i | 0.102 | 59.5
Cc1cc(NC(=O)c2cc3ccccc3o2)n(C(C)C)n1 | i | 0.0789 | 53.6

Going on with the list:
SMILES | GluA2 TARP mod | GluA2 TARP mod agonism max-min | GluA2 TARP mod glutamate slope
COc1ccccc1C(=O)NNC(=O)c1cccn(Cc2ccc(F)cc2)c1=O | i | 0.0702 | 49.7
CCOc1ccc(-c2noc(-c3ccc(CS(=O)(=O)c4ccc(C)cc4C)o3)n2)cc1OC | i | 0.0954 | 58.8
Cc1ccc(C(=O)CSc2nccn(-c3cccc(F)c3)c2=O)c(C)c1 | i | 0.0646 | 64.7
Cn1c(=O)c2c(nc(CN3CCN(c4ccc(F)cc4)CC3)n2CC(=O)C(C)(C)C)n(C)c1=O | i | 0.101 | 75.0
COc1ccc(F)cc1S(=O)(=O)N1CCN(c2ccc(-c3cccnc3)nn2)CC1 | i | 0.118 | 44.7
Cc1ccc(-c2nnc(NC(=O)c3ccc(S(=O)(=O)N4CCCCC4)cc3)o2)cc1C | i | 0.0367 | 53.2
CC1CCN(C(=O)c2cc(NC(=O)COc3ccc(Cl)cc3)c(=O)n(C)c2)CC1 | i | 0.0711 | 57.8
O=c1ccc(-c2ccc(Cl)cc2)nn1CCNS(=O)(=O)c1ccc(Oc2ccccc2)cc1 | i | 0.0513 | 61.4
CCOc1ccc(CC(=O)Nc2ccc(N3CCCCC3=O)c(C)c2)cc1 | i | 0.102 | 29.0
CC(=O)N1CCc2c(sc(NC(=O)C3=COCCO3)c2-c2nc3ccccc3s2)C1 | i | 0.0786 | 33.0
CCOc1ccc(NC(=O)CC(NCCOCCO)C(=O)O)c([N+](=O)[O-])c1 (centres undefined) | i | 0.0785 | 70.6
Cc1ccc(S(=O)(=O)N(CC(O)Cn2nc(C)cc2C)c2ccc(F)cc2)cc1 (centres undefined) | i | 0.112 | 63.8
COc1ccc(NC(=O)CN2N=NC3C(=O)N(c4ccc(OC)c(OC)c4)C(=O)C32)cc1 (centres undefined) | i | 0.0762 | 60.9
CC(C)(C)CC(=O)Nc1ccc(N2CCCS2(=O)=O)cc1 | i | 0.0266 | 40.8
COCC(C)NC(=O)C(=O)Nc1c2c(nn1C(C)(C)C)CSC2 (centres undefined) | i | 0.0361 | 65.6
O=C(CSCc1ccccc1)N1CCC(Oc2nc3c(F)cc(F)cc3s2)CC1 | i | 0.112 | 51.0
O=C1CCCC(=O)N1CCS(=O)(=O)N1CCC(c2nnc(C3CC3)o2)CC1 | i | 0.0548 | 55.9
COc1cc(Br)cc2cc(C(=O)N3CCCCC3C)c(=O)oc12 (centres undefined) | i | 0.0697 | 63.8
O=C(Nc1ccc(F)c(F)c1)c1ccc(=O)n(Cc2cccc(Cl)c2)c1 | + | 0.14* | 35.9*
O=C(c1cc(N2C(=O)CCS2(=O)=O)ccc1Cl)N1CCN(Cc2ccccc2)CC1 | i | 0.126 | 73.9
COc1ccc(S(=O)(=O)CCCC(=O)Nc2nnc(-c3cc(C)n(C)n3)o2)cc1 | i | 0.0819 | 49.8
CCOC(=O)c1ccc(NC(=O)/C=C2\SC(=O)N(CC(=O)Nc3cccc(C)c3)C2=O)cc1 | i | 0.0482 | 53.8
CC(C)(C)n1nc2c(c1-n1cccc1)CN(C(=O)c1cc3ccccc3oc1=O)C2 | + | 0.262* | 50.4*
COCCn1c(=O)c2c(nc3n2CCCN3c2ccccc2C)n(C)c1=O | i | 0.0513 | 54.0
Cc1ccc(S(=O)(=O)N(Cc2c(F)cccc2Cl)C(=O)N2CCN(C)CC2)cc1 | i | 0.0806 | 58.4
COc1cn(CC(=O)Nc2ccc(C(C)=O)cc2)c(CSc2nncn2C)cc1=O | i | 0.0482 | 47.5
CCCCOCC(O)CN1CCN(CCN2C(=O)c3cccc4cccc(c34)C2=O)CC1 (centres undefined) | i | 0.196 | 37.5
O=C(Cn1nc(C(=O)N2CCOCC2)cc1C1CC1)NCc1cccs1 | i | 0.0813 | 64.6
Cc1cc(C)n(-c2ccc(=O)n(CC(=O)Nc3cc4ccccc4oc3=O)n2)n1 | i | 0.123 | 55.1
COC(=O)c1ccc(OC(=O)CS(=O)c2ccccc2[N+](=O)[O-])cc1 (centres undefined) | i | 0.0493 | 46.7

Among those listed so far, these contain a nitro group on carbon:
SMILES | GluA2 TARP mod | GluA2 TARP mod agonism max-min | GluA2 TARP mod glutamate slope
CCOc1ccc(NC(=O)CC(NCCOCCO)C(=O)O)c([N+](=O)[O-])c1 (centres undefined) | i | 0.0785 | 70.6
COC(=O)c1ccc(OC(=O)CS(=O)c2ccccc2[N+](=O)[O-])cc1 (centres undefined) | i | 0.0493 | 46.7

Later entries:
SMILES | GluA2 TARP mod | GluA2 TARP mod agonism max-min | GluA2 TARP mod glutamate slope
O=C(CSc1nccn1C1CCCCC1)Nc1cccc(F)c1 | i | 0.0431 | 31.1
O=C(C1CCCC1)N1CCN(c2nccn2-c2cccc(Cl)c2)CC1 | i | 0.0508 | 17.7
Cc1cc(C)n(CC2CCN(C(=O)Cc3ccc(SC(C)C)cc3)CC2)n1 | i | 0.0627 | 96.0
O=C(Nc1ccc(CC(=O)N2CCOCC2)cc1)c1ccc(F)cc1Cl | i | 0.0521 | 37.4
CC(C)Sc1cccc(C(=O)Nc2nc(-c3ccc(C#N)cc3)cs2)c1 | i | 0.0629 | 51.2
Cc1cc(C)c(N(CC(O)COc2ccccc2Cl)S(C)(=O)=O)c(C)c1 (centres undefined) | i | 0.158 | 55.8
CCOC(=O)c1c(SCC(=O)NCc2ccccc2)nc(=O)[nH]c1C | i | 0.0459 | 51.6
O=S(=O)(CCCOc1ccc(F)cc1)NCc1ccccc1 | i | 0.0815 | 57.0
CS(=O)(=O)c1ccc(CC(=O)N2CCN(c3nc4ccc([N+](=O)[O-])cc4s3)CC2)cc1 | i | 0.148 | 38.6
O=C(NCCc1csc(-c2ccc(Cl)cc2)n1)Nc1ccc2c(c1)OCO2 | i | 0.0856 | 60.6
Cc1ccc(NC(=O)N2CCC(c3nnc(C4CC4)o3)CC2)cc1C | i | 0.07 | 59.7
COc1cc(N2CCN(C(=O)c3ccc(Br)o3)CC2)nc(OC)n1 | i | 0.0822 | 60.1
COc1cccc(C(=O)Nc2nnc(-c3cc(OC)c(OC)c(OC)c3)o2)c1 | + | 0.219* | 79.8*
CC(=O)Nc1cccc(NC(=O)c2ccc(=O)n(Cc3c(F)cccc3Cl)c2)c1 | i | 0.0836 | 57.8

Not all compounds are listed; rates above refer to the full screens.
